# aSyn UTR inh: MLPCN primary screen, SNCA 5' untranslated region. alpha-synuclein 5'UTR reporter, inhibitor activity. inhibition, % (tested at 7.5 µM). 300,000 compounds, 0.82% hits. AID 1813, 2009; in the data active = inhibition above about 60%; inconclusive = no clear call, values can overlap the other calls;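 note: H4 neuroglioblastoma cells stably carrying SNCA 5'UTR luciferase fusion; 0% = DMSO wells and 100% = positive control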
# AI-2 QS modul: Vibrio harveyi AI-2 quorum sensing modulators, primary screen, JMH597 strain, luminescence/OD600 ratio. Vibrio harveyi JMH597 AI-2 luminescence/OD600 ratio, 9 h; active compounds read low; strain lacks LuxN and CqsS sensors; 0 = neutral-control median. AID 2094, 2009. 300,000 compounds, 0.4% hits. activity change, % at 7.5 µM; in the data active = activity change below about -75%, passing the limit was not always enough; inconclusive = no clear call, values can overlap the other calls;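 note: luminescence divided by OD600 gain over 9 h not by final OD600 alone; inactives centre near 13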
# KLF5 inh: KLF5 expression inhibitors, primary screen, DLD-1 cells, luminescence | DLD-1 KLF5 promoter-luciferase reporter | inhibition, % at 5 µM | 290,000 compounds, 0.23% hits | AID 1700, 2009;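 active = inhibition above a per-plate limit of that plate's mean compound inhibition plus 3 SD, cut at about 60% in these data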;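 note: 0% = DMSO wells and 100% = LY294002 at 200 µM; higher means less KLF5 promoter-driven luciferase light; inactives centre near -14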
# HIF act: HIF pathway transcriptional activators, primary screen, cell-based, U2OS HRE-luciferase, luminescence; 300,000 compounds, 0.32% hits; activation, % at 7.5 µM (by protocol); U2OS HRE-luciferase reporter; normalized: DMSO 0%, desferrioxamine 100%;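 active = mean activation of at least 10% of the iron chelator positive control signal, with at least half of replicates also reaching 10%; inconclusive = mean and replicate majority disagree about reaching 10%; inactive = mean and most replicates under 10%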
# HSP90 inh: HSP90 inhibitors, primary screen, cell lysate, luminescence; Rabbit reticulocyte lysate, luciferase refolding luminescence, 3 h; Heat shock protein HSP 90 (rabbit reticulocyte lysate; luciferase refolding); 290,000 compounds, 0.91% hits; inhibition, % at 5.6 µM;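 active = inhibition above the screen-wide mean plus 3 SD, computed separately per campaign, cut at about 16% in these data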;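 note: 0% = DMSO wells and 100% = 60 µM geldanamycin wells; inhibitors lower the luminescence because luciferase stays unfolded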
# HDAC3 inh: HDAC3 deacetylase inhibitors, primary screen, biochemical, fluorescence, cell-free homogeneous; Histone deacetylase 3 (Homo sapiens), O15379; recombinant HDAC3, fluorogenic peptide/trypsin coupled; inhibition, % at 8.3 µM; 320,000 compounds, 0.15% hits; AID 2718, 2010; in the data active = inhibition above about 26%, passing the limit was not always enough; inconclusive = no clear call, values can overlap the other calls
# Target sequence (O15379 whole entry, looked up): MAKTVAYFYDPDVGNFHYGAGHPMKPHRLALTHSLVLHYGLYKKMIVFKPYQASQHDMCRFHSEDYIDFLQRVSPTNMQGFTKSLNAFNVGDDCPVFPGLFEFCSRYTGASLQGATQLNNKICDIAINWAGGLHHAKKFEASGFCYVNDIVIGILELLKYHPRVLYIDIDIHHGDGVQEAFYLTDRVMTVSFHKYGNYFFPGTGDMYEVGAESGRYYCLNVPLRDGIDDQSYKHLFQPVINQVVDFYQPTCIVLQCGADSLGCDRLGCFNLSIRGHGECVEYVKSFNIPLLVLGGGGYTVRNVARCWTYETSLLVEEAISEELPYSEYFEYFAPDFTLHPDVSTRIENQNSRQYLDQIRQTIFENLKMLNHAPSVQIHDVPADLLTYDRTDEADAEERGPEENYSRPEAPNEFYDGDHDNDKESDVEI
# HSF-1 act: HSF-1 activators, primary screen, NIH3T3-HGL cells, MG132 stress, luminescence, single point; NIH3T3-HGL HSF-1 luciferase reporter, 8 h; 100% = twice DMSO control signal; AID 504408, 2011; 300,000 compounds, 1.7% hits; activation, % at 9 µM;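 active = mean replicate activation of at least 50% with a set share of replicates each reaching 50%; inconclusive = only one of those two conditions met; inactive = mean below 50% and too few replicates reaching it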;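 note: 0% = median of the neutral control wells and 100% = twice that signal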
# Platelet DG rel: inhibitors of platelet dense granule secretion, primary screen, cell-based, MLPCN, human platelets; human platelet-rich plasma, SFLLRN dense granule ATP release, luminescence; inhibition, %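 (compounds screened at 7.5 µM in platelet-rich plasma)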; 300,000 compounds, 0.22% hits; AID 1663, 2009;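 active = mean replicate score, as percent of positive control, at or above 50; inconclusive = mean below 50 but at least one replicate at or above 50; inactive = mean and every replicate below 50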
# IEC-6 cytotox: cytotoxicity in IEC-6 intestinal epithelial cells, primary screen, cytotoxicity control for KLF5 inhibitor project, cell-based, luminescence; AID 1825, 2009; 290,000 compounds, 0.78% hits; inhibition, % at 5 µM; IEC-6 cytotoxicity, luminescence viability; in the data active = inhibition above about 22%;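 note: 0% = plate median of test compound wells and 100% = cytotoxic reference compound wells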
# HSF1 inh: HSF1 inhibitors in luciferase reporter cells, primary screen, cell-based, NIH3T3, luminescence | NIH3T3-HGL HSE-luciferase, MG132-induced, luminescence 8 h; active compounds read low | activity change, negative = inhibition, % at 7.5 µM (by protocol) | 300,000 compounds, 0.77% hits;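 active = more than half of replicate wells show activity change below -50%, luminescence cut by over half; inconclusive = some wells, but at most half, below -50%; inactive = no replicate well below -50%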;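 note: luciferase reports HSF-1 transcriptional activity via heat shock element; 0% = median of DMSO wells and -100% = zero luminescence signal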
# The depositor's hits bear a star; ? = inconclusive; nt = not tested or not shown. Rows are unselected; about 5% have a hit in one of these screens.
SMILES,aSyn UTR inh,AI-2 QS modul,KLF5 inh,HIF act,HSP90 inh,HDAC3 inh,HSF-1 act,Platelet DG rel,IEC-6 cytotox,HSF1 inh
COc1ccc(NC(=O)c2ccc(COc3ccccc3Br)o2)cc1OC,17.1,10.1,34.4,0.2,2.6,4.8,17.1,0.6,13.6,-1.7
COc1ccc(CNC(=O)c2cc(=O)c3cc(C)cc(C)c3o2)cc1,-21.2,13.8,-28.0,-0.5,0.3,-9.2,-11.8,nt,-1.8,-13.1
O=C1CCCC2=C1C(c1ccco1)Nc1ccc3ccccc3c12 (stereo not drawn),-20.2,12.8,-30.4,0.0,-4.4,5.0,31.2,-3.6,-9.9,16.1
O=C(/C(=C/O)N=Nc1ccccc1Cl)c1ccccc1,-40.4,13.9,0.1,0.1,0.8,-2.7,7.5,-0.6,5.0,-2.9
CCOc1ccc(CNCCN2CCCC2)cc1,9.6,1.5,-7.4,0.9,-1.6,-18.8,-1.3,0.9,10.3,-0.7
O=C(N/N=C/c1sc(N2CCOCC2)nc1-c1ccccc1)c1cccc(S(=O)(=O)N2CCCC2)c1,98.9*,33.6,-7.0,-0.7,0.2,nt,-6.0,1.8,-3.4,-0.1
COC(=O)c1cc(S(=O)(=O)N2CCN(c3cccc(C)c3)C(C)C2)c[nH]1 (stereo not drawn),-1.5,8.4,-21.6,-0.2,0.6,-0.2,38.4,11.1,8.5,28.1
CC(C)(C)NC(=O)CSc1nnc(-c2ccccn2)n1Cc1ccccc1,4.3,15.4,-6.9,-0.2,7.3,2.4,-20.1,-3.3,-0.7,0.1
Cc1ccc(S(=O)(=O)N2CCC(C(=O)Nc3nnc(-c4ccco4)s3)CC2)cc1,18.1,17.1,3.7,-0.1,-0.7,-2.0,12.2,-1.1,-0.5,5.5
COc1ccccc1OCCSc1nc2ccccc2n1CCO,-13.2,-2.5,2.3,0.1,-2.1,-0.4,9.7,12.3,-9.8,11.1
Cc1ccc(SCC(=O)Nc2nccs2)cc1,-107.3,76.9,-53.4,4.0,-2.8,4.2,18.0,3.4,4.0,3.9
CC(NC(=S)Nc1ccc(Cl)cc1Cl)C(c1cccs1)N1CCCC1 (stereo not drawn),-8.7,17.0,-11.1,-0.5,2.2,2.6,-11.1,-7.8,-4.3,-1.6
O=C(NCCn1c(-c2ccncc2)nc2ccccc21)[C@H]1CCCN1c1nc(CN2CCCCC2)cs1,0.8,2.0,1.7,-0.3,-5.8,8.7,5.1,-2.5,4.8,3.5
O=S(=O)(Nc1cccnc1)c1ccc(C2CCCCC2)cc1,-17.0,33.9,-47.6,-0.6,3.4,1.6,-5.2,-1.9,1.5,15.8
COC(=O)/C(=N/Nc1ccccc1Cl)Sc1nnc(C(O)c2ccccc2)n1-c1ccccc1 (stereo not drawn),-14.1,7.8,-2.0,-0.2,3.2,-0.9,-4.1,2.8,-1.7,-2.8
C/C(=N\O)c1ccc2c3ccccc3n(C)c2c1,-35.6,-2.0,-65.6,4.3,1.6,-25.7,26.5,6.6,4.8,7.4
Cc1ccc(CNC(=O)C2CCC(=O)N2C2CCCCC2)cc1 (stereo not drawn),-8.6,2.8,-28.6,-0.5,-1.1,5.8,-12.3,-12.2,-3.0,-9.8
O=C1N2CN(C(c3ccccc3)c3ccccc3)CN=C2SC1(CO)CO,6.4,24.8,-26.3,-0.6,-0.6,4.8,-4.0,10.0,-1.0,-6.7
CCN(NC(=O)C(O)(c1ccc(F)cc1)c1ccc(F)cc1)C(=O)c1ccccc1,10.7,33.3,-17.1,-0.7,3.9,-3.9,9.6,2.7,-12.7,-0.6
CCOC(=O)c1nc(NCc2ccccc2)c2ccccc2n1,2.2,7.0,3.1,0.3,-1.3,-1.5,0.1,7.8,-0.8,-1.3
CCC(=O)Nc1nonc1-c1nc2ccccc2n1N(C(=O)CC)C(=O)CC,9.8,-2.9,-15.8,-0.1,-0.8,-4.0,-8.3,-1.5,-3.1,-8.1
COc1cccc(-c2cc(C(=O)Nc3ccccc3SC)no2)c1,-141.1,32.0,-6.7,2.9,2.5,-2.9,21.4,3.7,-1.0,11.3
CCn1c(COc2cc(C)ccc2C(C)C)nnc1SCC(=O)Nc1nccs1,-2.0,16.4,-1.0,-0.5,5.0,1.0,13.7,-1.5,5.8,1.9
O=C(N/N=C/c1cccnc1)c1cc2c(ccc3ccccc32)o1,-11.4,11.1,6.4,0.1,-1.5,-2.4,2.2,-3.0,-2.8,-1.7
CCOC(=O)Cc1csc(NC(=O)c2ccc(S(=O)(=O)N(CCOC)CCOC)cc2)n1,-1.5,6.0,-12.1,0.3,1.8,-2.2,4.6,0.8,4.7,3.9
O=C(NCCSCc1ccco1)Nc1ccc(Cl)cc1,-134.1,4.9,-166.1,3.0,-3.9,6.2,42.0,-12.4,-0.9,31.9
CCOC(=O)CC(NC(=O)c1cc2cc(Cl)cc(Cl)c2oc1=O)c1cccc([N+](=O)[O-])c1 (stereo not drawn),-21.7,20.0,-20.0,-0.2,0.7,nt,46.2,-25.0,3.2,8.1
Cc1ccc(C)c(NC(=O)CCC(=O)NNC(=S)Nc2ccccc2)c1,14.7,4.2,-17.3,0.3,-0.5,-0.4,3.9,7.7,-3.2,-8.2
O=C(Nc1ccncc1)c1ccc(F)cc1,-11.1,28.1,-14.7,-15.4,-1.0,0.1,-3.2,2.3,1.0,-4.8
COc1cc(Br)c(C2CC(=O)Nc3cc(OC)c(OC)cc32)cc1OC (stereo not drawn),18.5,-2.0,-10.8,0.2,-3.4,-1.9,-3.8,6.2,0.0,-0.2
O=C(O)c1cccc(NC(=O)c2ccc(S(=O)(=O)c3ccccc3)cc2)c1,8.0,36.4,5.8,-0.2,3.9,-2.6,-5.7,-17.8,-3.6,-3.0
O=C(NCCc1ccccn1)C1CCCN1S(=O)(=O)c1ccc(Cl)cc1 (stereo not drawn),1.1,nt,3.8,-1.3,1.8,-2.6,4.0,2.1,5.0,-2.7
O=C(NCc1ccco1)c1cccc(NC(=O)c2ccccc2)c1,37.6,43.3,50.6,1.4,3.0,2.3,5.4,1.3,14.4,3.4
COc1ccc(/C=N/NC(=O)CCc2ccccc2)cc1O,-4.7,18.6,-3.0,1.4,0.5,10.2,17.7,-0.2,2.4,0.6
CCOC(=O)Cc1csc(NC(=O)CCCN2C(=O)c3ccccc3C2=O)n1,-6.9,28.2,-25.9,-0.1,-5.8,?,-3.5,0.1,-1.1,-5.1
Cc1ccc(CS(=O)(=O)c2ncc(Cl)c(C(=O)Nc3nnc(C(C)C)s3)n2)cc1,-55.6,-2.2,38.2,-1.3,2.9,0.3,-76.4,-14.1,36.4*,-70.6*
Cc1ccc(C2NC(=O)Cc3ccccc32)cc1 (stereo not drawn),-0.2,19.6,-37.0,-0.3,4.6,-7.6,2.5,6.2,-2.9,-6.1
O=C(O)c1ccc(N2C(=O)/C(=C/c3ccc(-c4ccc([N+](=O)[O-])cc4)o3)C=C2c2ccccc2)cc1,5.4,39.6,-38.4,0.2,2.4,10.6,20.7,5.0,-10.4,7.1
COc1ccc(N(CC(=O)N2CCc3ccccc32)S(=O)(=O)c2c(C)noc2C)cc1,18.7,30.6,-53.5,-0.5,-2.4,-0.9,77.0*,-2.6,0.1,33.7
CC1CCCCN1C(=O)CSc1nnc(-c2ccco2)o1 (stereo not drawn),-135.7,11.9,-149.4,0.3,5.5,4.6,10.2,-20.0,-0.8,8.4
COc1ccc2nc(NC(=O)c3cccnc3SC)sc2c1,-129.8,10.6,-124.9,2.3,-3.9,-5.5,48.1,5.3,6.8,23.0
Cc1cc(C)c(S(=O)(=O)Nc2cccc(C(=O)O)c2)cc1S(=O)(=O)Nc1cccc(C(=O)O)c1,8.2,11.3,nt,-0.7,nt,1.8,-15.5,-1.2,nt,-0.8
Cc1ccn2c(C(=O)N/N=C\c3ccc4c(c3)OCO4)c(C)nc2c1,-3.4,14.2,-4.7,-0.2,-3.7,4.0,11.5,7.4,1.9,9.9
O=C(Cc1ccccc1F)NCC1(N2CCOCC2)CCCCC1,13.7,15.6,9.3,-0.1,0.0,3.7,-15.2,-1.4,1.6,0.3
Cc1noc(C)c1S(=O)(=O)N(CC(=O)Nc1ccc2c(c1)OCCO2)c1ccc(C(C)C)cc1,26.9,10.1,-10.7,nt,-2.1,-1.2,19.3,-4.7,-0.4,7.6
COc1cc(C=O)ccc1OCCCOc1ccccc1C(=O)O,-39.3,2.0,-84.2,-0.5,73.6*,0.9,-32.2,-3.5,1.4,-24.8
O=C1CC(C(=O)Nc2cc(Cl)ccc2Cl)n2ncnc2N1 (stereo not drawn),3.6,6.0,-21.4,0.2,-1.6,-2.6,10.9,-2.0,2.4,-4.1
COc1cccc(CC(=O)NCCCSc2ccccc2)c1,8.1,-0.3,-1.3,0.4,1.8,0.6,-9.4,5.8,2.8,-3.8
COc1ccccc1NC(=O)CN1CC(=O)Nc2ccccc21,15.1,31.6,-7.0,0.3,2.8,1.9,8.8,6.2,2.4,3.7
CCOC(=O)c1[nH]c2ccc(OC)cc2c1NC(=O)CCN1CCC(C)CC1,-24.6,36.7,8.6,-0.1,10.6,-12.8,9.2,-9.1,4.1,-7.3
# (more compounds)
SMILES,aSyn UTR inh,AI-2 QS modul,KLF5 inh,HIF act,HSP90 inh,HDAC3 inh,HSF-1 act,Platelet DG rel,IEC-6 cytotox,HSF1 inh
CCCN1CCC(NC(=O)Nc2ccc(OC)c(OC)c2)CC1,17.4,28.9,-0.2,0.1,-3.3,3.7,-15.4,-1.6,2.2,0.4
Cc1ccc(CCCOC(=O)CN2CCCCC2)cc1,1.6,-0.7,-4.0,0.5,2.6,10.8,-13.1,8.6,-3.3,6.5
CN(c1ccccc1)c1ccc(/C=C/[N+](=O)[O-])cc1,-19.3,?,-10.4,-3.6,0.7,5.6,198.2*,14.5,5.1,164.4
CC(C)Sc1nnc(NC(=O)c2ccc3c(c2)OCO3)s1,-118.1,13.5,-135.7,1.5,-2.6,-7.8,24.6,13.8,0.4,14.2
CC(=O)NC(=S)NNC(=O)COc1ccc([N+](=O)[O-])cc1,-19.4,42.1,-4.1,0.2,-3.2,13.0,2.6,-2.4,-4.8,1.0
COc1ccc(N(C)S(=O)(=O)c2cccc(C(=O)NCC(c3cccs3)N(C)C)c2)cc1 (stereo not drawn),-3.9,3.7,nt,0.0,nt,-3.0,27.7,-5.4,nt,2.9

# Screening results deposited in PubChem by several laboratories.
